NRP1-CendR mod: NRP-1/CendR interaction modulation; O14786; FAM-RPARPAR peptide binding to NRP-1, fluorescence polarization; inhibition, % at 25 µM; hit rate 0.85% among 360,000; AID 602438;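 active = inhibition or corrected inhibition above about 18%, plus a signal ratio from 0.5 to 1.5, limit read from the data, passing the limit was not always enough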; note: strong numbers were not always called active
Target sequence (O14786 whole entry, looked up): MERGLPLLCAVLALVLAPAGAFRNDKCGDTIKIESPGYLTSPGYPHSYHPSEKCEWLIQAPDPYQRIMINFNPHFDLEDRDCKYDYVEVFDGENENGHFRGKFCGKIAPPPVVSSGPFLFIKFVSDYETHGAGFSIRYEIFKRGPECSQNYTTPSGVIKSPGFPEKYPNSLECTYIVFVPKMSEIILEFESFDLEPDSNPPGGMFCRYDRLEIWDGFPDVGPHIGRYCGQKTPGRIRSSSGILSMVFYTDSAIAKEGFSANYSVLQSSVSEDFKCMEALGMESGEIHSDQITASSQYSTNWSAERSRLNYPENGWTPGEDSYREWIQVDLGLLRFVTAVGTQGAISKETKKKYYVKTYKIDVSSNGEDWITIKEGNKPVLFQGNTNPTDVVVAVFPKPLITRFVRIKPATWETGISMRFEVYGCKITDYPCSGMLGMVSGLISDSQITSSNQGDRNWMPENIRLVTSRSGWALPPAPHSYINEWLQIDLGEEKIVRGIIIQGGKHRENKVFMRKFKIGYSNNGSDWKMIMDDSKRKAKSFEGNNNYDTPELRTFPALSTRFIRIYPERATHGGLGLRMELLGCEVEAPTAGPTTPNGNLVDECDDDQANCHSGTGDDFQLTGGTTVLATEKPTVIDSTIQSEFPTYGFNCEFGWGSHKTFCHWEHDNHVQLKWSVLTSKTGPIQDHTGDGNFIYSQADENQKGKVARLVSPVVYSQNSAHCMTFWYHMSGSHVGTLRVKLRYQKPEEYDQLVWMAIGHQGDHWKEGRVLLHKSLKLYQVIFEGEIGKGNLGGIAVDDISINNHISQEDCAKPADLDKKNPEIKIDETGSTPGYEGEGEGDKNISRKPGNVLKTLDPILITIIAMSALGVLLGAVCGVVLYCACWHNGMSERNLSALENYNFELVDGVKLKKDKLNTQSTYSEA
eLon inh: E. coli protease La inhibition; hit rate 0.42% among 360,000; purified E. coli Lon protease, fluorescence polarization; inhibition, % at 7.94 µM; in the data active = inhibition above about 13%, passing the limit was not always enough;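 note: 0% = enzyme with probe and DMSO and 100% = no enzyme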
FAS-TE inh: blocks the thioesterase domain of human fatty acid synthase; P49327; recombinant FAS-TE, OMFH fluorogenic substrate, fluorescence endpoint; inhibition, % at 15 µM; hit rate 0.67% among 360,000;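 active = compounds whose normalised, plate-corrected inhibition of enzyme fluorescence in the single-dose primary screen is 50% or more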;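 note: 0% = DMSO with enzyme and 100% = substrate without enzyme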
MsrA inh: inhibits bovine methionine sulfoxide reductase A; purified bovine MsrA, absorbance read-out; inhibition, % at 15.5 µM; hit rate 0.75% among 360,000; AID 651718; in the data active = inhibition above about 4.5%;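 note: 0% = vehicle wells with enzyme and 100% = reference inhibitor wells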
MsrA act: bovine methionine sulfoxide reductase A activation; purified bovine MsrA, absorbance read-out; activation, % at 10.6 µM; hit rate 0.3% among 360,000; AID 602163; in the data active = activation above about 7.5%;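 note: 0% = vehicle and 100% = reference activator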
MT1-MMP act inh: inhibitors of human MT1-MMP activation; P50281; HT1080 RFP-PRO-GFP cells, GFP/RFP ratio fluorescence, overnight; percent of plate control window, DMSO zero; GFP/RFP ratio change, % at 20 µM; hit rate 0.061% among 360,000; AID 651647;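 active = GFP/RFP ratio change of at least 30% with cell ATP level not reduced by more than half and red fluorescence within 50% of control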; note: strong numbers were not always called active
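Assay system: RFP-PRO-GFP reporter HT1080 cells; read-out basis: GFP/RFP fluorescence ratio; benchmarks: DMSO wells and RFP-L50D-GFP cells; doses: 20 µM single dose, 1% DMSO; schedule: overnight cell settling, then overnight compound exposure, 37 °C, 5% CO2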
PABP1 MLLE inh: blocks PAM2 peptide binding to the PABP1 MLLE domain; P11940; GST-MLLE / FITC-PAM2 fluorescence polarization; inhibition, % at 20 µM; hit rate 0.36% among 360,000; in the data active = inhibition above about 35%, passing the limit was not always enough;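 note: plate controls were DMSO wells with GST-MLLE for no effect and wells lacking GST-MLLE protein for full effect; some results filed as inactive read as strong as hits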
SKN-1 block: C. elegans SKN-1 inhibition | C. elegans VP596 Pgst-4::GFP/RFP ratio, acrylamide-induced, 24 h | inhibition, % at 21.8 µM | hit rate 0.49% among 360,000;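 active = interference check ratio from 0.5 to 1.5 plus GFP to RFP signal ratio inhibition reaching or exceeding a fixed threshold, cut at about 30% in these data, passing the limit was not always enough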; note: some compounds called inactive have numbers as strong as hits
Tb MetRS inh: blocks T. brucei methionyl-tRNA synthetase activity. inhibition, % at 11.9 µM. hit rate 0.4% among 360,000. purified T. brucei MetRS, ATP depletion, Kinase-Glo luminescence. AID 624268;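 active = inhibition above a per-plate cutoff of the control wells' mean inhibition plus 3 SD, cut at about 5.5% in these data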;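 note: 0% = DMSO wells median and 100% = median of wells with control inhibitor compound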
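Material: T. brucei methionyl-tRNA synthetase, purified; reagent: substrates ATP, L-methionine and bulk Escherichia coli tRNA; dosing: 11.9 µM single point; timing: 15 min plus 2 h at 25 °C; detection: luminescence of leftover ATP; evaluation: % inhibition; control set: DMSO-only wells as low control; replicates: singlicate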
An asterisk follows results filed as active.

A first look, 4 compounds:
SMILES | NRP1-CendR mod | eLon inh | FAS-TE inh | MsrA inh | MsrA act | MT1-MMP act inh | PABP1 MLLE inh | SKN-1 block | Tb MetRS inh
CCN(CC)C(=O)c1cccc(NC(=O)c2cc(C3CC3)nc3c2cnn3C(C)C)c1 | -4 | -8 | 8 | -0.4 | -1 | 3 | -11 | -8 | -0.3
CCOC(=O)c1nn(-c2ccccc2C)c(=O)c(C#N)c1C | -4 | -9 | -5 | 0.5 | -6 | 1 | -5 | -6 | -0.6
COc1ccccc1NS(=O)(=O)c1ccc(O)c(C(=O)OCC(=O)c2ccc(Cl)cc2Cl)c1 | -7 | 4 | 27 | 0.9 | -2 | 4 | 5 | 2 | 0.2
CCOC(=O)c1c(NC(=O)CCC(=O)O)sc2c1CC(C)(C)OC2 | -5 | 1 | -2 | 1.2 | -1 | 9 | -7 | 16 | -0.2

Results, previewed entries included:
SMILES | NRP1-CendR mod | eLon inh | FAS-TE inh | MsrA inh | MsrA act | MT1-MMP act inh | PABP1 MLLE inh | SKN-1 block | Tb MetRS inh
CCN(CC)C(=O)c1cccc(NC(=O)c2cc(C3CC3)nc3c2cnn3C(C)C)c1 | -4 | -8 | 8 | -0.4 | -1 | 3 | -11 | -8 | -0.3
CCOC(=O)c1nn(-c2ccccc2C)c(=O)c(C#N)c1C | -4 | -9 | -5 | 0.5 | -6 | 1 | -5 | -6 | -0.6
COc1ccccc1NS(=O)(=O)c1ccc(O)c(C(=O)OCC(=O)c2ccc(Cl)cc2Cl)c1 | -7 | 4 | 27 | 0.9 | -2 | 4 | 5 | 2 | 0.2
CCOC(=O)c1c(NC(=O)CCC(=O)O)sc2c1CC(C)(C)OC2 | -5 | 1 | -2 | 1.2 | -1 | 9 | -7 | 16 | -0.2
Cc1ccc(Nc2nc3ccccc3c(=O)s2)cc1 | 5 | 3 | 2 | -1.1 | -12 | 3 | -5 | 10 | 3.0
C=CCN(Cc1ccc(Cl)s1)C(=O)c1cc(S(=O)(=O)N2CCOCC2)ccc1F | -10 | 8 | 20 | 1.2 | -2 | 3 | -1 | 14 | -0.5
O=C(CSc1nnc(-c2ccc(O)cc2)o1)Nc1ccccc1Br | 0 | 10 | -3 | 0.4 | -11 | -3 | 2 | 3 | -1.7
CCC(CC)NC(=O)C1CCN(S(=O)(=O)c2cccs2)CC1 | 0 | -5 | -3 | 1.3 | -4 | 4 | -3 | -9 | 0.1
CC1(Cc2cccc(C#N)c2)C(=O)Nc2ccc(-c3cccc(C(F)(F)F)c3)cc21 (stereo unspecified) | -1 | -3 | 32 | -0.5 | -4 | -12 | 0 | 10 | -0.3
O=C(C1CCC(CNc2c(N3CCCC3)c(=O)c2=O)CC1)N1CCc2ccccc21 (stereo unspecified) | -2 | -2 | 8 | -0.1 | -4 | 9 | 1 | -3 | 0.1
CN/S(=N/S(=O)(=O)c1ccccc1)c1ccc(C)cc1 (stereo unspecified) | 14 | -3 | -1 | 0.1 | -3 | 2 | 0 | 2 | -0.6
C=CC(C)(O)CCCC(C)CCCC(C)CCCC(C)C (stereo unspecified) | -15 | 8 | 5 | 0.2 | -5 | -1 | 9 | 3 | -0.5
Cc1nnc(SCC(=O)Nc2ccccc2F)n1-c1ccc(F)cc1 | -6 | -8 | -1 | -0.3 | -2 | 1 | 10 | -3 | -0.3
CSc1ncccc1C(=O)N1CCCC(N2CCN(c3ccccc3F)CC2)C1 (stereo unspecified) | 7 | -4 | -4 | -0.4 | -4 | 5 | -2 | 12 | 0.0
CCCNS(=O)(=O)c1ccc(CCC(=O)N2CCN(CC)CC2)cc1 | -1 | 2 | -7 | 0.4 | -7 | -2 | -6 | -3 | -0.7
O=C(CNC(=O)c1cc2c(s1)CCC2)Nc1ccccc1Br | -7 | -17 | -3 | 0.3 | -4 | 4 | -3 | 2 | -0.3
OC(CNCc1ccccc1Cl)COc1ccc(F)cc1 (stereo unspecified) | 5 | -1 | -1 | -0.4 | -4 | 0 | 3 | 9 | 0.2
CN(Cc1ccccc1)C(=O)c1csc([C@@H]2O[C@H](CO)[C@H](O)[C@H](O)[C@H]2O)n1 | -1 | 2 | -8 | -0.4 | 14* | 3 | 6 | -5 | -0.2
COc1ccc(OC)c(NC(=O)C2CC(=O)N(Cc3ccco3)C2)c1 (stereo unspecified) | -5 | -1 | -4 | 1.0 | -5 | -2 | 17 | 11 | -0.4
COc1ccc(S(=O)(=O)Nc2ccc3c(c2)CC(=O)N([C@@H](C)CO)C[C@H](C)[C@@H](CN(C)S(=O)(=O)c2ccc(F)cc2)O3)cc1 | -18 | -5 | 9 | -0.3 | -3 | 4 | 10 | -10 | -0.3
COc1ccc(C2NCCCC2c2ccccc2)cc1 (stereo unspecified) | 0 | 1 | -9 | -0.2 | 3 | -1 | -10 | 5 | -0.1
O=C(O)c1cccc(S(=O)(=O)Nc2ccc([N+](=O)[O-])cc2O)c1 | 3 | 10 | -3 | 2.2 | -8 | 2 | -6 | -12 | -0.9
O=C(NC1CC1)c1ccc(CS(=O)(=O)c2c(Cl)cccc2Cl)o1 | 5 | -4 | -8 | -0.5 | -2 | 0 | 15 | -4 | -0.4
O=C(Nc1ccc(Cl)cc1)N1CCSc2ccccc21 | 1 | -1 | 10 | -1.1 | -2 | -1 | -6 | -7 | -0.3
O=C(Nc1cccc([N+](=O)[O-])c1)C1COc2ccccc2O1 (stereo unspecified) | 0 | -5 | 39 | 0.8 | -2 | 3 | -14 | 13 | -0.4
Cc1ccc(-c2nc3ccc(Br)cn3c2Cc2ccccc2)cc1 | -29 | 3 | -4 | 0.8 | -2 | -5 | 1 | 19 | -0.6
Cc1nc2ccccc2c(=O)n1/N=C/c1c(O)ccc2oc3c(c12)CCCC3 | -4 | -20 | 23 | -0.4 | -9 | -11 | -4 | 2 | -1.0
COC(=O)C1=C(C)N(Cc2ccccc2)C(=O)N[C@H]1c1ccco1 | 16 | 7 | 0 | -0.3 | 4 | -2 | 19 | 20 | 0.5
Cc1ccccc1OCC(=O)N1CCCc2ccccc21 | 3 | -9 | 8 | 2.5 | -3 | 0 | 22 | -7 | -0.5
Cc1ccccc1-c1n[nH]c(=S)n1Cc1ccccc1 | 10 | 0 | -7 | 0.1 | -10 | -1 | -13 | 3 | -1.2
O=C(CSc1nnnn1C1CCCC1)Nc1ccc2c(c1)OCCO2 | 7 | 3 | -8 | 0.6 | -4 | 3 | 4 | 9 | -0.4
CCOC(=O)C1=C(COC(=O)CCOc2ccc(OC)cc2)NC(=O)NC1C (stereo unspecified) | 7 | -9 | -7 | -1.2 | -1 | -4 | 3 | 1 | -0.1
COc1ccccc1NC(=O)Nc1nc(CC(=O)NCc2ccccn2)cs1 | 1 | -1 | -4 | -1.3 | -1 | -1 | 0 | 18 | -0.4
C=CCNC(=O)COC(=O)CNC(=O)c1cc(Cl)cc([N+](=O)[O-])c1 | 4 | -3 | -6 | -0.6 | -12 | 2 | 18 | 6 | -0.9
COc1ccc(C(=O)c2coc(-c3ccccc3C(=O)O)c2C(=O)O)cc1 | -20 | 0 | -6 | 0.1 | -6 | -4 | 17 | 0 | -0.8
CCn1cc2nc(SCC(=O)Nc3ccc(F)cc3F)n(Cc3ccccc3)c(=O)c2n1 | 6 | -2 | 15 | 0.7 | -5 | 2 | -5 | 14 | -0.2
O/N=C1\CC(O)Cc2nonc21 (stereo unspecified) | 1 | -12 | -5 | 0.0 | -4 | -1 | 0 | -23 | 0.1
Fc1ccc2c(c1)Sc1ccc(Cl)cc1CC2N1CCN(CCC2OCCO2)CC1 (stereo unspecified) | 8 | -10 | 11 | 1.2 | -1 | -6 | -15 | -4 | -0.1
Cc1ncc([N+](=O)[O-])n1CCOC(=O)NC(NCc1cccnc1)C(Cl)(Cl)Cl (stereo unspecified) | 4 | 1 | -6 | 2.3 | -13 | 1 | 10 | 4 | -0.5
Cc1cccc(NC(=O)CN2C(=O)N/C(=C\c3ccc(-c4cccc(C(=O)O)c4)o3)C2=O)c1 | -23 | 4 | 1 | 2.0 | -4 | 3 | -1 | -9 | 0.5
O=C(NCC(c1cccnc1)N1CCN(c2ccc(F)cc2)CC1)C1CCCCC1 (stereo unspecified) | 11 | -4 | 2 | 0.1 | -3 | 2 | -12 | -8 | -1.0
C[C@@H](C(=O)CC(=O)OC(C)(C)C)[C@@H](O)c1c(F)cccc1Cl | -6 | -7 | 1 | 0.9 | -1 | 0 | 1 | 19 | -0.1
CCc1nn(C(C)C(=O)NCc2cccc(OC)c2)c(=O)c2cc3occc3n12 (stereo unspecified) | 15 | -2 | -4 | -1.1 | -2 | 1 | 8 | 0 | -0.4
O=C(CCl)Nc1ccccc1C(=O)Nc1ccc2c(c1)OCO2 | -10 | -3 | -4 | 0.1 | -3 | 2 | 2 | -8 | -0.7
Cc1ccc(C(=O)Nc2cccc(S(=O)(=O)N3CCOCC3)c2)cc1[N+](=O)[O-] | 10 | -5 | 26 | -1.0 | -1 | 4 | 8 | 9 | -0.5
O=C(O)c1cnn(-c2nc(-c3ccc(Cl)cc3)cs2)c1C(F)(F)F | 0 | -10 | -5 | 0.2 | -3 | -1 | -3 | 7 | -0.6
CC(NC(=O)c1ccc(Cl)cc1)C(=O)NC1=NCCS1 (stereo unspecified) | 0 | -4 | -7 | 0.2 | -2 | 0 | 26 | 9 | 0.5
COc1ccc(CNC(=O)CN(C)S(=O)(=O)c2ccc3c(c2)c(=O)n(C)c(=O)n3C)cc1 | -4 | -3 | -1 | 0.1 | -2 | 2 | -1 | -8 | 0.2
Cc1nn(Cc2ccc(Cl)c(Cl)c2)c(C)c1NC(=O)c1cc(-c2ccco2)on1 | -47 | -10 | 24 | -0.1 | -2 | -13 | -26 | 7 | 0.5
CC1(C)CCc2cc(CN3CCN(c4ccccn4)CC3)ccc2O1 | -3 | 4 | 1 | -0.4 | 0 | 0 | -11 | 20 | -0.2
Cn1cc(CN2CCC(Oc3ccc(C(=O)N4CCCC4)cc3)CC2)cn1 | -1 | 2 | -5 | 0.4 | 1 | -1 | -7 | 7 | -0.3
Cc1ccc(Oc2nn[nH]n2)cc1 | -12 | 14 | -8 | -1.2 | -5 | 0 | -4 | 2 | -0.8
CC(C)c1ccc2oc(-c3ccc(N)cc3)nc2c1 | -19 | 3 | 20 | 1.4 | -2 | 4 | 6 | 15 | 0.0
O=C(COC(=O)C12CC3CC(CC(Br)(C3)C1)C2)Nc1cccc(S(=O)(=O)N2CCOCC2)c1 | 7 | -4 | 22 | -0.2 | -5 | 2 | -16 | 7 | -0.3
CCOCC(=O)Nc1ccc(Br)c(C)c1 | 4 | 1 | -2 | -0.3 | -12 | 3 | -5 | -6 | -1.0
Cc1cc(C)c(N(C(=O)c2csnn2)C(C(=O)NC2CCCC2)c2ccncc2)c(C)c1 (stereo unspecified) | 8 | 7 | -7 | -0.5 | -2 | 0 | 9 | 1 | -0.2
CCCCCOC(=O)Cn1c(N2CCOCC2)nc2c1c(=O)[nH]c(=O)n2C | 3 | 3 | -3 | 0.8 | 3 | -3 | -4 | -2 | -0.2
Cn1c(CNC(=O)Nc2ccccc2)nnc1SCc1ccccc1 | 0 | -22 | 0 | -0.7 | -1 | 1 | 1 | 5 | -0.1
COc1cc2c(cc1NC(=O)CN(C)Cc1nc3ccccc3c(=O)[nH]1)oc1ccccc12 | 5 | -5 | 16 | -0.4 | -1 | 0 | 1 | 0 | -1.7
